Screening results (PubChem BioAssay)
Arr AP2 block: blocks beta-arrestin peptide binding to AP2 adaptin | FITC-arrestin peptide / GST-AP2 beads, flow cytometry; AP2 beta2 appendage carries R879A mutation | inhibition, % at 10 µM | hit rate 0.31% among 340,000;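 active = inhibition above a set limit, near 3 SD of compounds lacking own fluorescence, cut at about 54% in these data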;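 note: plate controls were DMSO wells for no effect and 5 µM unlabelled arrestin peptide for full effect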
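test system = AP2 appendage R879A on GSH beads | buffer or medium = PBS plus Tween 20 (0.05%) and BSA (0.1%) | incubation = 12 min plus 1 h, RT | detection = bead flow cytometry, FITC channel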
SR-BI DiI inh: inhibitors of mouse SR-BI mediated HDL lipid uptake. Q61009. ldlA[mSR-BI] CHO cells, DiI-HDL uptake fluorescence, 3 h. inhibition, % at 12.5 µM. hit rate 0.96% among 320,000. AID 488896;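 active = mean replicate inhibition of at least 70% and a set share of replicates each scoring 70 or more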;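 note: 0% = median of neutral control wells and 100% = median of positive control wells; values of inactives mirror those of a sister screen read the other way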
Keap1-Nrf2 PPI: Keap1-Nrf2 (human) interaction inhibition | Q14145 | Keap1 Kelch-Nrf2 peptide fluorescence polarization, 1536-well | inhibition, % at 9.4 µM | hit rate 0.15% among 340,000 | AID 504523; in the data active = inhibition above about 12%;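 note: human Keap1 Kelch domain with fluorescein labeled Nrf2 9mer peptide probe; 0% = neutral control wells and 100% = peptide positive control; higher means more block of Keap1 binding to Nrf2 peptide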
Target sequence (Q14145 whole entry, looked up, the tested form may be a part): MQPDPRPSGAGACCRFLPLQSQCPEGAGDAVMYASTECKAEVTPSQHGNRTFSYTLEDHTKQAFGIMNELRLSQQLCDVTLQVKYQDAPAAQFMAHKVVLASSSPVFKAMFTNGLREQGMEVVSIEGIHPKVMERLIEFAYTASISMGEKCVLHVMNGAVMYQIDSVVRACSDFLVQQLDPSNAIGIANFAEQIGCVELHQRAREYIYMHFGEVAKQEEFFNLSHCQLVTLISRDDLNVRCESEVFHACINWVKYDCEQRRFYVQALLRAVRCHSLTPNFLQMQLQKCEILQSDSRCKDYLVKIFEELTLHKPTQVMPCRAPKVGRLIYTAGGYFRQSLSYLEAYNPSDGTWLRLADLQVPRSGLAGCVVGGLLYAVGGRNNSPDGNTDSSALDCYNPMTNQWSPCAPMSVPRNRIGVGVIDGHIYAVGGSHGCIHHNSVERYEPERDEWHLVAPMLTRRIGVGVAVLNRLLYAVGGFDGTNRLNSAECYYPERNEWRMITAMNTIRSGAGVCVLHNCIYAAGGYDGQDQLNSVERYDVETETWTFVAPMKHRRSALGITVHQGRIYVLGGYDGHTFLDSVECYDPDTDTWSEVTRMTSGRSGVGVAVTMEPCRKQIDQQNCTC
PKA-R2B activ: activates the human PKA-R2B holoenzyme complex; P22694+P31323; PKA-R2B holoenzyme dissociation, Cy5-IP20 fluorescence polarization; R2B truncated from residue 108, S112A mutant; 0% DMSO only, 100% 113 µM cGMP; activation, % at 11.4 µM; hit rate 0.079% among 340,000; AID 504700;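 active = activation above a cutoff set at the mean over all compounds plus 3 SD, cut at about 18% in these data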;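 note: higher means more holoenzyme dissociation and a rise in polarization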
Target sequence (P31323 whole entry, looked up, other chains not shown, the tested form may be a part): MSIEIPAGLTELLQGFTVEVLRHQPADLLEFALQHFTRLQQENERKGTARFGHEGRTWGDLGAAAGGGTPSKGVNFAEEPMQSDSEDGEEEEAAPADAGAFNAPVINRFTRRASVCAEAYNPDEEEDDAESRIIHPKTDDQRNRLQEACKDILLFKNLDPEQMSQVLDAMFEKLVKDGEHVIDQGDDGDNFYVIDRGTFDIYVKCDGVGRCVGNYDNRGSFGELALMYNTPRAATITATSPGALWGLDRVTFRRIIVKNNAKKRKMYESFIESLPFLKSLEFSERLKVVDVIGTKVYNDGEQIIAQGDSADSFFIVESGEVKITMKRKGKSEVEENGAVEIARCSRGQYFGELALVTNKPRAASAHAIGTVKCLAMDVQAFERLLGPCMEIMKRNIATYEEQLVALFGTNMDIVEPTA
PvdQ acylase: blocks Pseudomonas aeruginosa PvdQ acylase activity; purified PvdQ acylase, fluorescence plate reader; inhibition, % at 10 µM; hit rate 0.063% among 340,000; AID 488965; in the data active = inhibition above about 30%, passing the limit was not always enough;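 note: 0% = vehicle neutral wells and 100% = reference inhibitor wells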
SR-BI DiI-HDL act: SR-BI HDL lipid transfer activation. activation, % at 12.5 µM. hit rate 0.096% among 320,000. CHO ldlA[mSR-BI] cells, DiI-HDL uptake fluorescence, 3 h; 100 = double the neutral-control signal;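 active = mean replicate activation of at least 60% and every replicate at or above 60%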;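 note: 0% = median plate neutral-control signal and 100% = twice that signal; values of inactives mirror those of a sister screen read the other way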
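Test system: SR-BI-overexpressing, LDLR-lacking CHO cells. Measured by: DiI fluorescence, bottom read. Medium: Ham's F12 with 0.5% BSA, HEPES 25 mM, pH 7.4. Timing: 3 h uptake period with compound, 37 °C.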
NSD2 inh: NSD2 (human) methyltransferase inhibition. O96028. NSD2 peptide methylation, AlphaScreen, 120 min. inhibition, % at 12.5 µM. hit rate 0.54% among 310,000; in the data active = inhibition above about 50%
LANA DNA inh: blocks KSHV LANA C-terminal domain binding to DNA; MBP-C-LANA/FAM-LBS DNA binding, fluorescence polarization; inhibition, % at 9 µM; hit rate 0.078% among 340,000;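 active = highest replicate inhibition at or above 60% at 9 µM, even if other replicates fall short; inactive = all replicates below 60% inhibition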;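 note: 0% = neutral control wells and 100% = 4 µM acridine orange control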
RTF Ca sens inh: cardiac RTF calcium desensitization | IANBD-labeled cardiac RTF, Ca2+ fluorescence | hit rate 0.12% among 340,000 | P19429+P45379 | inhibition, % at 7.15 µM;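 active = inhibition above the mean inhibition of all tested compounds plus 3 SD, cut at about 17% in these data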;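 note: assay run at fixed EC70 calcium of 1.6 mM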
DAGLB inhibitor: diacylglycerol lipase beta (human) inhibition; Q8NCG7; HEK293T DAGLB membrane lysate, EnzChek fluorogenic substrate; inhibition, % at 5.17 µM; hit rate 0.059% among 340,000; AID 504411; in the data active = inhibition above about 34%;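 note: 0% = enzyme with vehicle and 100% = wells lacking enzyme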
* marks the source's active call; other numbers are inactive results; / = not tested or not shown.

SMILES	Arr AP2 block	SR-BI DiI inh	Keap1-Nrf2 PPI	PKA-R2B activ	PvdQ acylase	SR-BI DiI-HDL act	NSD2 inh	LANA DNA inh	RTF Ca sens inh	DAGLB inhibitor
Cc1cc(NC(=O)COC(=O)c2c(Cl)cccc2Cl)no1	2	7	-6	9	-4	-7	2	-2.7	-1	1
CCCNC(=S)NNC(=O)c1cc(-c2cccnc2)nc2ccccc12	0	-20	-3	4	11	20	1	0.6	-5	2
CC1CN(C(=O)COC(=O)[C@@H](NC(=O)c2ccccc2Cl)C(C)C)CC(C)O1 (some centres not stated)	6	2	-4	2	-6	-2	-1	0.9	-3	-2
CCOC(=O)C1CCN(C(=O)c2cccc(C(=O)N3CCC(C(=O)OCC)CC3)c2)CC1	-6	-26	-5	4	-10	26	0	-0.5	-10	-2
O=C(NCCCN1CCOCC1)c1onc(CSc2ccc(F)c(F)c2)c1C(=O)NCCCN1CCOCC1	8	-22	3	-11	-1	22	/	2.2	3	-1
O=C(OCc1nnc(-c2ccccc2)o1)c1cccnc1Cl	8	-10	-5	-3	-13	10	-2	-1.7	1	-1
Cc1ccc(S(=O)(=O)N(C)c2c(C)ccc(S(=O)(=O)N3CCN(C)CC3)c2C)cc1	20	-41	-4	-3	-4	41	4	-0.7	-7	0
O=C(c1ccc2c(c1)[nH]c(=S)n1c3ccccc3nc21)N1CCN(c2cccc(Cl)c2)CC1	-16	19	-1	-5	-15	-19	-3	2.5	-7	5
O=C(OCCN=C1NS(=O)(=O)c2ccccc21)C1CC(=O)N(c2ccc3ccccc3c2)C1 (configuration not stated)	7	-52	-1	12	-4	52	0	-3.9	-6	3
CC(=O)c1ccc(NC(=O)CN2CCN(CC(=O)Nc3ccc(C(C)=O)cc3)CC2)cc1	10	-2	3	8	11	2	/	-3.6	-13	0
O=C(Nc1nc2c(Cl)cccc2s1)c1ccc([N+](=O)[O-])o1	-5	4	-3	1	-13	-4	0	0.6	-14	7
O=C(NCCCN1CCOCC1)c1cc(-c2ccccc2)nc2ccccc12	-14	15	-3	-5	-13	-15	-1	-1.1	-5	2
CCCOc1ccc(/C=C/C(=O)O)cc1OC	-2	-8	-5	-4	-6	8	2	0.9	-6	-1
COc1ccc(C(CC(=O)O)N2Cc3ccccc3C2=O)cc1OC (configuration not stated)	5	-16	-2	-3	-23	16	1	1.2	-2	-9
COc1ccc(N2C(=NC(=O)c3ccccc3)SC3CS(=O)(=O)CC32)cc1 (configuration not stated)	6	/	-1	-6	8	/	-2	-0.5	-10	-3
Cc1cc(NC(=O)CSc2nc3c(sc4ccccc43)c(=O)n2CCCN2CCOCC2)n[nH]1	1	-20	-1	6	-10	20	-3	-0.8	0	1
COc1ccc(-c2nc(CN3CCC(C(=O)N4CCOCC4)CC3)c(C)o2)c(OC)c1	17	-4	-3	3	-2	4	2	-0.3	2	-1
CCCCCc1nnc(NC(=O)OCCC)s1	13	16	0	10	6	-16	-1	1.2	-3	0
O=C(OCC(=O)N1CCCCC1)c1c[nH]c(=O)[nH]c1=O	29	5	-5	-13	20	-5	2	-0.4	7	-1
COc1ccc(NS(=O)(=O)c2cccc(C(=O)NN=C(C)c3ccco3)c2)cc1	25	3	-6	-2	-3	-3	5	-0.3	1	-1
CCOC(=O)OCC(=O)C1(O)CCC2C3CCC4=CC(=O)CCC4(C)C3C(O)CC21C (configuration not stated)	0	-2	-7	1	-16	2	1	2.3	-4	1
Cc1nc2ccc(S(=O)(=O)NCC(=O)O)cc2s1	-1	4	-9	10	-17	-4	-3	0.1	-2	0
CC1CCN(c2ccccc2NC(=S)NC(=O)c2ccc(-c3cccc([N+](=O)[O-])c3)o2)CC1	8	62	0	-2	-4	-62	0	0.7	-8	0
COc1ccc(NC(=O)C(=O)NNC(=O)c2ccc(Cl)cc2Cl)cc1	-5	-29	-3	-5	-4	29	-3	0.7	-2	2
CCOc1ccc2nc(SCC(=O)NCc3ccc(OC)cc3)[nH]c2c1	-9	65	-2	11	-19	-65	1	1.8	-1	1
CCN(CC)S(=O)(=O)c1ccc(C(=O)NCc2ccc(C)cc2)cc1	3	23	7	6	-5	-23	9	-1.4	-5	0
O=C(c1ccccc1)c1c[nH]c(C(=O)NNc2cccc(Cl)n2)c1	9	12	-4	5	-6	-12	-7	-0.6	-1	0
CCN(CC)C(=O)c1ccc(NS(=O)(=O)c2ccc(/C=C/C(=O)O)cc2)cc1	24	-32	-2	10	11	32	1	-1.2	3	0
Cc1ccc(S(=O)(=O)NCC(=O)OCC(=O)Nc2ccccc2OC(F)F)cc1	8	-53	-5	-4	-16	53	5	1.2	0	-4
COc1ccc(/C(N)=N/OC(=O)C2CCCCC2)cc1	8	-5	1	2	-6	5	-4	-1.2	-4	-10
O=c1c2ccccc2nc2sc(Nc3ccc(F)cc3)nn12	30	6	-1	0	3	-6	/	-0.9	-8	-3
CC(C)OC(=O)CSc1nnc2c(n1)[nH]c1ccc(F)cc12	/	49	0	-2	-8	-49	0	15	-4	4
O=C(N1CCOCC1)N1CCN(S(=O)(=O)c2ccc(F)cc2)CC1	19	1	-2	-9	2	-1	0	0.1	-1	-1
COc1ccc(N(Cc2ccccc2)S(=O)(=O)c2cccc(C(=O)NCC3CCCO3)c2)cc1 (configuration not stated)	27	-4	0	1	8	4	0	1.5	-8	0
Cn1c(=O)[nH]c(=O)c2c1nc(NCc1ccccc1)n2Cc1ccc(F)cc1	-8	-36	3	2	-2	36	-1	-2.4	-1	2
O=CN(Cc1ccccc1)c1cc([N+](=O)[O-])ccc1OCc1ccccc1	-4	7	3	5	-11	-7	0	-3.0	-4	-1
CC(=O)C1=C(C)N(Cc2ccccc2)C(=O)N[C@@H]1c1cccc(C(F)(F)F)c1	0	-10	-5	4	-7	10	/	-0.3	-1	0
Cc1cccc(NC2(C(F)(F)F)N=C3SCCN3C2=O)n1 (configuration not stated)	0	-3	-2	10	-6	3	-5	1.0	-2	0
O=C(NNC(=S)NC1CC2C=CC1C2)c1ccncc1 (configuration not stated)	-5	1	1	-1	-16	-1	-1	-1.5	-4	1
CCSc1ncnc2c1sc1nc3c(cc12)COC(C)(C)C3	5	-1	-4	8	-12	1	30	-0.9	11	-3
CN(C)Cc1c(O)ccc2[nH]cnc12	0	-2	2	-1	-7	2	0	-0.1	-11	-3
CCOc1ccc(CCNC(=O)COC(=O)Cc2c[nH]c3ccccc23)cc1OCC	-11	13	-4	-3	-9	-13	0	0.7	-3	0
COc1cc(NS(=O)(=O)c2ccc(NC(=O)c3ccc(Cl)cc3Cl)cc2)ncn1	-22	-32	-4	2	-19	32	1	1.0	2	5
CCNC(=S)N1CCN(CCN=CC2=C(O)CC(c3ccco3)CC2=O)CC1 (configuration not stated)	16	-5	-2	-6	-1	5	-1	-0.1	-1	-4
Cc1ccc(-c2csc3ncnc(SCC(=O)O)c23)cc1	-1	-12	-2	7	-12	12	3	0.0	2	0
COc1ccccc1NS(=O)(=O)c1cccc(C(=O)NNC(=O)c2ccc(Cl)nc2)c1	-2	-2	-4	0	-19	2	-1	0.5	-3	2
Cc1cc(C)n(C(=O)c2cc3sccc3[nH]2)n1	3	6	-1	5	-7	-6	1	-1.0	-2	-1
CC1=CC(C)C(/C=N/N=C(N)N)C(C)C1 (configuration not stated)	6	-13	1	-9	6	13	2	1.9	-3	-6
COc1ccc(NC(=O)c2cc(-c3ccccc3O)n[nH]2)cc1Cl	-10	22	-2	-3	-15	-22	0	0.8	-8	-2
NC[C@H](Cc1ccccc1)NCCCCC1CCCCC1	-3	-5	4	-1	-5	5	/	-2.0	7	-8
COc1ccccc1/C=N/NC(=O)C(NC(=O)c1ccccc1)=C(C)C	7	48	-3	-15	8	-48	-1	-1.7	7	-1
COc1ccc(NC(=O)CN2C(=O)CSC(C)C2=O)cc1 (configuration not stated)	-2	-4	2	2	-17	4	-3	3.8	0	-1
Cc1ccc(-n2c(SCc3nc4ccccc4[nH]3)nnc2-c2ccncc2)cc1	-7	12	-3	-1	-14	-12	1	-0.3	-13	1
c1ccc(OCCCc2nc(-c3ccccn3)no2)cc1	20	-13	-1	-7	-2	13	0	0.2	1	-3
O=C(NNC(=S)NCc1ccco1)c1ccc(S(=O)(=O)N2CCOCC2)cc1	9	-6	0	2	-3	6	39	-0.4	-2	0
COc1ccc(C(=O)NNC(=S)NC(=O)C(C)(C)C)cc1	-3	-17	2	11	-8	17	-2	-3.3	-2	1

(further entries)
SMILES	Arr AP2 block	SR-BI DiI inh	Keap1-Nrf2 PPI	PKA-R2B activ	PvdQ acylase	SR-BI DiI-HDL act	NSD2 inh	LANA DNA inh	RTF Ca sens inh	DAGLB inhibitor
CCOC(=O)c1cc2c(=O)n3ccccc3nc2n(Cc2ccco2)c1=NC(=O)c1ccc(OC)cc1	14	-19	-10	-3	-12	19	2	3.1	10	2
C1CN(c2nc3nonc3nc2N2C[C@H]3CC[C@H]2C3)CCS1	-6	46	1	7	-6	-46	2	-1.3	-19	1
O=c1[nH]c(CCC2CCCC2)nc2ccccc12	4	-17	-2	-5	-17	17	-1	0.6	-1	-2
Cc1nc2nc(Cc3ccccc3)[nH]n2c(=O)c1Cc1ccccc1	0	12	-3	-8	-12	-12	0	0.8	1	1
Cc1ccc(C(=O)N(Cc2nnc(-c3ccc(Cl)cc3)o2)C2CC2)o1	28	-18	0	-10	0	18	0	-2.4	2	-5
Cc1cc(NS(=O)(=O)c2c(C)[nH]c(=O)[nH]c2=O)ccc1Br	21	-4	-5	-2	17	4	-5	-0.4	3	-2
Cn1nccc1C(=O)N1CCCC(C(=O)c2ccc(C(F)(F)F)cc2)C1 (configuration not stated)	24	-5	3	-2	6	5	1	2.0	-5	-1
COc1ccc(C(=O)NNC(=O)c2ccc(S(=O)(=O)N3CC(C)OC(C)C3)cc2)cc1 (configuration not stated)	7	-22	-9	4	-13	22	-1	-0.3	-3	2
CCOc1ccc(CCNC(=O)C(O)c2ccccc2)cc1 (configuration not stated)	0	-11	0	-12	-11	11	0	0.0	-4	-2
O=C(c1ccc(Br)o1)N1CCCc2ccccc21	25	-4	0	-2	2	4	-1	-0.6	-12	-2
Cc1ccc2nc(SC(C(=O)Nc3ccc(F)cc3)c3ccccc3)[nH]c2c1 (configuration not stated)	-2	-23	-3	6	-6	23	5	-0.3	0	3
COc1cc(CC(=O)Nc2cccc(C(F)(F)F)c2)cc(OC)c1OC	0	29	-1	0	-3	-29	-1	0.0	-15	3
CNc1oc(-c2ccccc2F)nc1S(=O)(=O)c1ccc(C)cc1	9	1	-11	-12	4	-1	0	-0.6	-3	2
